GoLoco inh red: blocks human Gai1 binding to RGS12 GoLoco peptide, red readout | AID 880 | Potency, µM (titrated, usually from 61.6 µM), for the others: top-dose activity, negative = inhibition, most hits filed as inhibitors | P63096 | Gai1:RGS12 GoLoco peptide FP, rhodamine, 10 min | hit rate 0.44% among 230,000; active = well fitted inhibition curve with a large enough effect, not every such curve was filed as active; inactive = no such curve, though single readings can be large or run the other way; note: % is set by controls: 0 for no effect and ±100 for the full control effect; nearly all actives have a fitted effect of over 30% in size; many of its hits are not listed in these tables
Target sequence (P63096 whole entry, looked up): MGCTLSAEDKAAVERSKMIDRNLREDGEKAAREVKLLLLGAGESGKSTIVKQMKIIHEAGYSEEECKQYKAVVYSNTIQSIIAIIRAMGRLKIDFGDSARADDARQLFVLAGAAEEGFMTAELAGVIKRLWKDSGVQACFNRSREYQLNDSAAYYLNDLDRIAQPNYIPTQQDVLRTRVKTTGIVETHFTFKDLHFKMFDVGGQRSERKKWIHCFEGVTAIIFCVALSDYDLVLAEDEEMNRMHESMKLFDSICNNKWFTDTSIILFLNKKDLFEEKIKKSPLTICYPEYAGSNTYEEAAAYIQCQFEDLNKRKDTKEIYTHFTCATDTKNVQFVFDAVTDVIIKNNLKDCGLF
SMN2 splice enh: increases expression of the SMN2 splice variant. HEK293 SMN2-luciferase splicing reporter, luminescence, 30-36 h. Potency, µM (doses to about 46.1 µM), inactives show at the top dose activity change, positive = activation, most hits filed as activators. hit rate 2.8% among 210,000. AID 1458; note: % of control where 0% means no effect; nearly all actives have a fitted effect of over 55% in size
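HEK293 cells carry an SMN2 minigene-luciferase reporter in which exon 7 inclusion puts luciferase in frame. Cells were seeded at 2000 cells/well, attached for 10-12 hours, then exposed to compounds for 30-36 hours at 37C before ONE-Glo luminescence.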
GAA spleen mod: lysosomal alpha-glucosidase (human) modulation. P10253. human spleen homogenate, 4-MU-alpha-glucoside fluorescence. Potency, µM (series often up to 79.9 µM), for the others: top-dose activity change, negative = inhibition, hits mostly inhibitors. hit rate 0.006% among 240,000. AID 2112;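 note: 0% = enzyme with vehicle and -100% = no enzyme basal signal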
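Human spleen homogenate (1 ug) incubated with compounds and 1 mM 4-methylumbelliferyl-alpha-D-glucopyranoside in pH 5.0 citrate/phosphate buffer, 37 C, 40 min. Stopped at pH 10; 4-MU fluorescence (Ex 365/Em 440 nm); AC50 by Hill fit.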
KDM4E inh: inhibitors of human JMJD2E histone demethylase | hit rate 1.6% among 230,000 | AID 2147 | B2RXH2 | JMJD2E catalytic domain, FDH-coupled NADH fluorescence (FDH is formaldehyde dehydrogenase) | Potency, µM (top dose mostly 57.1 µM), for the others: top-dose activity change, negative = inhibition, usual class: inhibitors; active = well fitted inhibition curve with a large enough effect, not every such curve was filed as active; inconclusive = small, poorly fitted or top-dose-only effect, or another doubt; inactive = no such curve, though single readings can be large or run the other way;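 note: 0% = wells with enzyme and -100% = buffer wells without enzyme; nearly all actives have a fitted effect of over 50% in size; many of its hits are not listed in these tables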
Target sequence (B2RXH2 1-337 limits assumed): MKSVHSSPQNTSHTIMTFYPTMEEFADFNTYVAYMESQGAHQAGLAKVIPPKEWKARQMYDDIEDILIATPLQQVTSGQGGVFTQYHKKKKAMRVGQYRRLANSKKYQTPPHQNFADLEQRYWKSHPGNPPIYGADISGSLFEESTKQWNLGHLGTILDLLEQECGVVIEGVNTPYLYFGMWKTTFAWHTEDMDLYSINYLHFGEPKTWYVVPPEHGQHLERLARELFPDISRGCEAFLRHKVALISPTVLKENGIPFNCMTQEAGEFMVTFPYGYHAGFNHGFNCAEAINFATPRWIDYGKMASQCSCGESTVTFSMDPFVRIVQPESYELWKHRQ
GAA glycogen mod: GAA glycogen-cleavage inhibition or activation; Potency, µM (titrated, usually from 76.4 µM), for inactives: top-dose activity change, negative = inhibition, actives largely listed as inhibitors; recombinant GAA, glycogen substrate, Amplex Red glucose oxidase fluorescence; hit rate 0.38% among 300,000; P10253;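 note: 0% = full enzyme reaction and -100% = no-enzyme basal signal; the screen sought inhibitors and activators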
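qHTS, 1536-well; enzyme 4 nM final; cpd up to 77 uM; substrate bovine liver glycogen 30 ug; 50 mM citrate/phosphate pH 5.0, 0.01% Tween-20; 37 C, 40 min; Amplex Red detection 45 min RT; Hill fit → AC50.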
GLA spleen mod: alpha-galactosidase A (human) modulation; AID 2107; hit rate 0.008% among 240,000; Potency, µM (titrated, usually from 80 µM), without a hit: top-dose activity change, negative = inhibition, usual class: inhibitors; P06280; human spleen homogenate, 4MU-alpha-Gal fluorescence, 40 min;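 note: 0% = enzyme with vehicle and -100% = no enzyme basal signal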
Target sequence (P06280 32-429 limits assumed): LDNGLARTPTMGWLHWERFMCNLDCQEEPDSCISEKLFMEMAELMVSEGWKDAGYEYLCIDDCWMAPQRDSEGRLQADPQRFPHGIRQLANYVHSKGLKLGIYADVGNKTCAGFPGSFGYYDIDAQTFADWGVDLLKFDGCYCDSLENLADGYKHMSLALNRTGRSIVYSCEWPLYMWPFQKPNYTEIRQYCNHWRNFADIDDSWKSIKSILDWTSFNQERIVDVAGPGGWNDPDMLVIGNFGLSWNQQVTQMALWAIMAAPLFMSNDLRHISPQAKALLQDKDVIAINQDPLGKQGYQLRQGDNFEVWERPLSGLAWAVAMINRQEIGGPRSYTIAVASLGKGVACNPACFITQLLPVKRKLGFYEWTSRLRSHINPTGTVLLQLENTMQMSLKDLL
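Spleen homogenate 1 ug + cpd (titration) + 4-MU-alpha-D-galactopyranoside 1 mM; 37C 40 min; 50 mM citrate/phosphate pH 5.0, 0.01% Tween-20; stop pH 10; fluorescence 365/440; AC50 via Hill.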
ALDH1A1 block: ALDH1A1 (human) enzyme inhibition. Potency, µM (series often up to 75.3 µM), for inactives: at the highest dose activity, negative = inhibition, hits mostly inhibitors. P00352. Purified ALDH1A1, NADH fluorescence, propionaldehyde substrate. hit rate 7.3% among 220,000; active = well fitted inhibition curve with a large enough effect, not every such curve was filed as active; inconclusive = small, poorly fitted or top-dose-only effect, or another doubt; inactive = no such curve, though single readings can be large or run the other way;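 note: plate controls were no enzyme wells and a reference inhibitor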
GAA inhib: blocks human lysosomal alpha-glucosidase. P10253. purified human GAA, 4-MU-alpha-glucoside fluorescence. Potency, µM (doses to about 76.9 µM), without a hit: at the highest dose activity change, negative = inhibition, usual class: inhibitors. hit rate 0.005% among 200,000;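 note: plate controls were uninhibited enzyme wells for no effect and no-enzyme background for full effect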
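Read-out is 4-methylumbelliferone fluorescence (Ex 365/Em 440 nm) after NaOH/glycine stop at pH 10. Enzyme 4 nM, substrate 400 uM, pH 5.0 citrate buffer, 20 min room temperature; AC50 from Hill-equation concentration-response.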
Numbers without * were called inactive; ? = inconclusive; / = no result given; [ ] = another dose, or the depositor's remark. Unless noted, calls come from the whole dose curve; as a rule, active = well fitted curve in the direction sought with a large enough effect; inconclusive = small, poorly fitted or top-dose-only effect, or another doubt; inactive = no such curve, though single readings can be large; an effect the other way counts as inactive or inconclusive. Potency is the fitted concentration of half-maximal effect. Not all compounds are listed. The share of hits here may be higher or lower than overall.

SMILES	GoLoco inh red	SMN2 splice enh	GAA spleen mod	KDM4E inh	GAA glycogen mod	GLA spleen mod	ALDH1A1 block	GAA inhib
Cc1c(NC(=O)NCCN2C(=O)C3C4C=CC(C4)C3C2=O)c(=O)n(-c2ccccc2)n1C (stereo not given)	5%	1%	1%	9%	0%	1%	0%	1%[15.4 µM]
O=C(OCN1C(=O)c2ccccc2C1=O)c1ccco1	0%	2%	-9%	3%	1%	0%	2%	3%
O=C(CCNC(=O)c1ccc(Br)o1)NCc1ccccn1	-9%	-7%	0%	-12%	-10%	-3%	-2%	3%[15.4 µM]
CSc1oc(-c2ccco2)nc1S(=O)(=O)c1ccccc1	21%	-11%	6%	-5%	-8%	5%	?	5%[15.4 µM]
Cc1ccc2nc(SCC(=O)O)nc(C)c2c1	24%	/	-4%	?	-5%	1%	?	-11%
CC1(C)CC(=O)N(CC(=O)O)c2ccccc2S1(=O)=O	0%	-10%	-2%	2%	4%	-7%	?	-3%
Cc1cc2cc(C)c(NCCNC(=O)c3cccc(F)c3)nc2cc1C	19%	-5%	9%	?	14%	-3%	2%	-4%
COc1ccc2oc3cc(C)[n+]([O-])c(-c4ccc(Br)cc4)c3c2c1	8%	-65%[inhibitor]	-1%	?	-7%	11%	2%	0%
Cc1cc2oc(=O)cc(-c3ccccc3)c2c(C)c1-c1ccoc1	1%[88.7 µM]	/	-8%[119 µM]	/	/	2%[119 µM]	?	/
COc1ccc(N/C=C\C(=O)c2ccc3c(c2)OCO3)cc1	9%	?	-8%	-2%	-25%	-1%	?	-2%
CCOC(=O)c1cc(-c2ccc3c(c2)OCO3)nc2onc(C)c12	10%	-24%	5%	?	-7%	10%	?	6%
CCOC(=O)N1CCN(CC(O)COCc2cc(OC)c(OC)c(OC)c2)CC1 (stereo not given)	11%	0%	2%	3%	9%	-10%	3%	5%
Cc1cc(C)n(-c2nc(NCCCN(C)C)c3c4c(sc3n2)CCCC4)n1	2%	/	-3%	-26%	-1%	-22%	/	/
CNC(=S)N(Cc1ccc2c(c1)OCO2)C1CC(=O)N(c2ccc(F)cc2)C1=O (stereo not given)	-23%	-16%	4%	2%	2%	2%	-2%	-4%
O=C(CNC(=S)N(Cc1ccccc1)Cc1cccnc1)NC1CC1	-5%	-11%[1.84 µM]	-2%	-3%	9%	-8%	-10%	0%
O=C(c1cc(-c2ccccc2)nc2ccccc12)N1CCOCC1	1%	-12%	-1%	-23%	-14%	-3%	?	-4%
O=C(Nc1ccccc1C(=O)NC1CCCC1)NC1CCCC1	-8%	14%	-7%	-6%	4%	-5%	3%	-2%
CC(=O)c1sc2nsc(SCCN3CCCCC3)c2c1N	4%	/	-2%	-3%	2%	-22%	/	/
COC(=O)c1ccccc1NC(=O)CCNC(=O)Cn1cnc2ccccc2c1=O	1%	6%	-5%	?	5%	14%	-11%	-7%
COc1cc(/C=C(\C#N)c2nc3ccccc3[nH]2)cc(OC)c1O	217%[activator]	8%	2%	9%	-7%	0%	9%	0%
CCc1ccc(CN/C=C/C(=O)c2ccc(Br)cc2)cc1	3%	-11%	1%	-6%	-6%	5%	?	-2%
COC(=O)c1cc2c(C)nn(-c3ccccc3)c2s1	8%	15%	3%	?	-1%	7%	?	-7%
CCOc1cc(S(=O)(=O)Nc2cc(C)cc(C)c2)ccc1Cl	2%	/	-16%	5%	-7%	-6%	-8%	?
CCOC(=O)COc1ccc2nsnc2c1Cl	3%	1%	2%	?	-3%	3%	?	-2%
COc1ccc(S(=O)(=O)Nc2ccc(O)c(Sc3ncn[nH]3)c2)cc1	-18%	2%	-2%	-4%	?	0%	-3%	-12%
CC(NC(=O)c1cn(C(C)c2ccccc2F)nn1)c1ccncc1 (stereo not given)	0%	-7%	0%	-7%	10%	-1%	-10%	13%
C/C(=N/OC(=O)C1CC12CCC2)c1ccc(Br)cc1 (stereo not given)	12%	15%	-1%	-4%	-10%	8%	?	-3%
COc1ccc2cc(C#N)c(Cl)nc2c1	12%	/	2%	-9%	-10%	9%	1%	?
O=C(O)c1cccc(Cn2cccn2)c1	5%	6%	-1%	4%	2%	-1%	12%	-1%
Cc1ccc(CSCCNC(=O)c2ccc(N(C)S(=O)(=O)c3ccccc3)cc2)cc1	-9%	-75%[inhibitor]	0%	2%	3%	5%	?	-8%
NNC(=O)c1ccc(COc2cccc3cccnc23)cc1	1%	-10%	0%	?	-9%	-6%	14µM*	0%
Cc1ccc2nc(SCC(=O)Nc3ccc(F)c([N+](=O)[O-])c3)[nH]c2c1	-5%	2%	-9%	1%	-5%	1%	?	8%
CN(Cc1ccco1)c1ccnc(-c2ccccc2C(F)(F)F)n1	2%	/	2%	/	/	-12%	?	/
Cc1ccc(CN(c2ccc(C(=O)Nc3cccnc3)cc2)S(C)(=O)=O)cc1	8%	-30%	-13%	3%	-9%	2%	-1%	3%
CC12CCC(C(=O)N3CCOCC3)([C@H](Br)C1=O)C2(C)C (stereo not given in full)	-5%	/	-7%	5%	0%	5%	/	/
Cc1cc(C)nc(SCC(=O)c2c(N)n(C)c(=O)n(C)c2=O)n1	-13%	?	5%	4%	5%	-2%	6%	-14%
CCOc1ccc(C2c3cc(OC)c(OC)cc3CC(=O)N2c2ccccc2)cc1 (stereo not given)	-6%	-1%	1%	1%	0%	6%	-15%	0%
Nc1nc2ccc(O)cc2s1	1%	1%	-4%	5%	?	-4%	5%	-12%
COc1ccc(/C(O)=C/C(=O)C(=O)Nc2c(C)n(C)n(-c3ccccc3)c2=O)cc1	12%	-18%	-3%	-24%	-30%	1%	-2%	-5%
CC1=Nc2ccccc2/C1=C\c1nc(-c2ccc(C(F)(F)F)cc2)oc1O	-11%	-13%	-6%	2%	-4%	-4%	6%	-7%
Cc1ccc(NC(=S)NNC(=O)c2ccc(N3CCOCC3)c([N+](=O)[O-])c2)cc1C	16%	-13%[1.84 µM]	-1%	-2%	-30%	4%	4µM*	-5%
c1ccc(CNc2ncnc3c2cnn3Cc2ccccc2)cc1	1%	11µM*	-3%	-9%	-7%	1%	?	-6%
COC(=O)c1ccc(-c2ccc(/C=N/NC(=O)Cc3nnc(N)s3)o2)cc1	16%	/	1%	?	3%	14%	/	/
COc1cccc(CNC(=O)CCC2CCCN(C(=O)c3cccc4c(C)c(C)[nH]c34)C2)c1 (stereo not given)	-10%	/	0%	-30%	-17%	4%	28µM*	?
O=C(CSc1cccc[n+]1[O-])Nc1ccc(C(F)(F)F)cc1[N+](=O)[O-]	0%	8%	2%	6%	7%	-3%	?	-4%
CN1CCSc2ccc(C(=O)Nc3cc(F)ccc3F)cc21	11%	/	-3%	?	-22%	20%	/	/
Oc1ccc(/C=N/N2CCN(C3c4ccccc4-c4ccccc43)CC2)c(O)c1	-8%	-30%	-12%	-5%	?	-7%	?	?
O=C(NNC(=O)c1cccs1)c1ccc(Cl)c([N+](=O)[O-])c1	1%	-6%[1.84 µM]	3%	8%	-3%	7%	0%	-1%
CCSc1nc2c(c(=O)[nH]1)C(c1ccc(C)cc1)C1=C(CCCC1=O)N2 (stereo not given)	9%	18%	-1%	?	1%	10%	4%	-1%
CCCCS(=O)(=O)Nc1ccc2cn[nH]c2c1	4%	10%	0%	2%	11%	3%	-8%	1%
O=C(O)C1C2C=CC(C2)C1C(=O)Nc1cccc(C(=O)N2CCCCC2)c1 (stereo not given)	7%	9%	-3%	8%	3%	-3%	-10%	-4%
O=CN1CCN(C(=O)c2ccc([N+](=O)[O-])cc2)CC1	5%	-9%	2%	3%	13%	5%	10%	-1%
Cc1ccc(C)c2nc3sc(C(=O)O)cc3cc12	32%[activator]	-18%	14%	?	8%	?	?	?
CCOC(=O)c1cccnc1SCC(=O)N(CC)c1cccc(C)c1	1%	-1%	2%	0%	-16%	7%	10%	-6%
COc1cc(CCCN2C(=S)NC[C@@H]2CCCCN)cc(OC)c1OC	2%	/	-2%	5%	8%	4%	-1%	/
CCNC(=S)NNC(=O)CC(C)C	17%	-14%	0%	4%	-12%	1%	0%	7%
CCOC(=O)c1ccc(N/C=C/C(=O)C(C)(C)C)cc1	4%	?	4%	0%	-9%	-3%	-7%	12%
CC(C)(C)NC(=O)CSc1nncn1NCc1ccccc1	11%	10%	-2%	-3%	5%	-8%	1%	?
Nc1cc(Cl)ccc1C(=O)OCC(=O)NC1CCS(=O)(=O)C1 (stereo not given)	6%	-6%	0%	?	-7%	21%	?	?
CN(C)c1ccnc(Oc2ccc(C(C)(C)C)cc2)c1C#N	4%	?	-4%	-25%	-2%	7%	?	-1%

Arranged by value in GAA inhib (highest first): some entries from above.
molecule,GAA inhib
Cc1ccc2nc(SCC(=O)Nc3ccc(F)c([N+](=O)[O-])c3)[nH]c2c1,8%
CN(C)c1ccnc(Oc2ccc(C(C)(C)C)cc2)c1C#N,-1%
O=C(O)C1C2C=CC(C2)C1C(=O)Nc1cccc(C(=O)N2CCCCC2)c1 (stereo not given),-4%
CC1=Nc2ccccc2/C1=C\c1nc(-c2ccc(C(F)(F)F)cc2)oc1O,-7%

Following part:
SMILES	GoLoco inh red	SMN2 splice enh	GAA spleen mod	KDM4E inh	GAA glycogen mod	GLA spleen mod	ALDH1A1 block	GAA inhib
CC(C)NC(=O)C1CCN(C2CCN(C(=O)Cc3ccc4c(c3)OCO4)CC2)CC1	8%	/	-4%	1%	4%	2%	3%	/
CN(C(=O)COC(=O)c1ccc(Cl)cc1N)C1CCCCC1	3%	-8%	5%	?	4%	12%	?	4%
O=C(O)CCCCn1c(SCc2cc(=O)n3cc(Cl)ccc3n2)nc2ccsc2c1=O	8%	-23%	7%	?	3%	4%	?	-13%
O=C(CN(C1CCCCC1)S(=O)(=O)c1ccc(Br)cc1)NCc1cccnc1	1%	/	1%	-2%	-11%	-4%	?	?
CC(C)CC1NC(=O)N(Cc2cc(=O)n3ccsc3n2)C1=O (stereo not given)	3%	1%	0%	-25%	2%	8%	4%	7%

Taken from above:
C/C(=N/OC(=O)C1CC12CCC2)c1ccc(Br)cc1 (stereo not given) – GAA glycogen mod = -10%
NNC(=O)c1ccc(COc2cccc3cccnc23)cc1 – GoLoco inh red = 1%

From PubChem
